Assay outcomes (PubChem)
Tau ThT inhib: qHTS for Inhibitors of Tau Fibril Formation, Thioflavin T Binding; recombinant tau K18 P301L, heparin-induced fibrillization, ThT fluorescence; 270,000 compounds, 2.1% hits; Microtubule-associated protein tau (Homo sapiens), P10636; Potency, µM (doses to about 57.4 µM), without a hit: at the highest dose activity, negative = inhibition, most hits filed as inhibitors; further: nearly all actives have a fitted effect of over 55% in size
Target sequence (P10636 561-689 P618L limits assumed): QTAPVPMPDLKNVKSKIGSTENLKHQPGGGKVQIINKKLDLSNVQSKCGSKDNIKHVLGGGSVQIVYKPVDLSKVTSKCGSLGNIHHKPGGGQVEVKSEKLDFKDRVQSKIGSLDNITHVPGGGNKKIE
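Using a mix of unlabeled (15 uM) and Alexa 594-labeled (0.24 uM) tau K18 P301L, heparin-triggered fibrillization over 6 hr at 37 C was scored by ThT fluorescence.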
L3MBTL1 block: qHTS Assay for the Inhibitors of L3MBTL1 | Potency, µM (top dose mostly 57.1 µM), inactives show top-dose activity, negative = inhibition, usual class: inhibitors | Lethal(3)malignant brain tumor-like protein 1 (Homo sapiens), Q9Y468 | AID 485360, 2010 | AlphaScreen L3MBTL1–H3K9me1 peptide binding | 230,000 compounds, 0.66% hits; further: nearly all actives have a fitted effect of over 60% in size
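L3MBTL1 50 nM + b-AHA-H3(1-15)K9me1 75 nM, 30 min RT; compound added, 30 min RT; streptavidin donor/Ni-chelate acceptor beads 10 ug/mL each final, 30 min RT dark; AlphaScreen read.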
TRb-SRC2 inh: qHTS for Inhibitors of the Interaction of Thyroid Hormone Receptor and Steroid Receptor Coregulator 2 | Thyroid hormone receptor beta (Homo sapiens), P10828 | TRbeta-SRC2 peptide binding, fluorescence polarization; receptor liganded with 1 µM T3 | Potency, µM (series often up to 106 µM), inactives show top-dose activity change, negative = inhibition, actives largely listed as inhibitors | 280,000 compounds, 0.065% hits;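 further: plate controls were bound peptide for no effect and peptide without receptor for full effect; nearly all actives have a fitted effect of over 50% in size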
Target sequence (P10828 whole entry, looked up): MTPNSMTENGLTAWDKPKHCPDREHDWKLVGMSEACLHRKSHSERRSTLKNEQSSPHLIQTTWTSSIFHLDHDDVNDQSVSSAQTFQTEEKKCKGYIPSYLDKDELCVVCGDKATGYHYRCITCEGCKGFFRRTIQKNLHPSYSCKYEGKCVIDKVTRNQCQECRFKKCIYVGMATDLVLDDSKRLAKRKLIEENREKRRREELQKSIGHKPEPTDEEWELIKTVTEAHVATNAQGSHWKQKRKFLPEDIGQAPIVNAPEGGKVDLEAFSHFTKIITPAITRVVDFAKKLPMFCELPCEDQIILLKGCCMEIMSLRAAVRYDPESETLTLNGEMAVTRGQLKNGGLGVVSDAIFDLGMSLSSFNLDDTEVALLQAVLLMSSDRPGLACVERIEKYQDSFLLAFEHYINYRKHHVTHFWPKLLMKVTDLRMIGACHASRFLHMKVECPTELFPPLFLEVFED
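Human TRb ligand-binding domain (0.6 uM) is mixed with 20 nM Texas Red SRC2 peptide and 1 uM T3; after compound addition and 5 hr at ambient temperature, polarization is measured and normalized to unbound and bound controls.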
Tau fibril FP: qHTS for Inhibitors of Tau Fibril Formation, Fluorescence Polarization. AID 1468, 2008. 280,000 compounds, 0.39% hits. K18 P301L tau heparin fibrillization, Alexa594 FP, 6 h. Potency, µM (series often up to 57.7 µM), without a hit: top-dose activity, negative = inhibition, usual class: inhibitors. Microtubule-associated protein tau (Homo sapiens), P10636; further: nearly all actives have a fitted effect of over 55% in size
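Human tau K18 […] P301L fragment, 15 uM unlabeled plus 0.24 uM Alexa 594-labeled tau (final), with compound and 20 uM heparin in 100 mM sodium acetate pH 7; 6 hr at 37 C, then Alexa 594 FP read.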
TexasRed fluor: Total Fluorescence Counterscreen for Inhibitors of the Interaction of Thyroid Hormone Receptor and Steroid Receptor Coregulator 2 | TRb/SRC2 Texas Red total fluorescence interference | Potency, µM (doses to about 106 µM), for the others: at the highest dose fluorescence change, negative = quenching | 280,000 compounds, 0.29% hits | AID 1479, 2009; active means well fitted curve in either direction with a large enough effect; inconclusive means small, poorly fitted or top-dose-only effect
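Flags fluorescent or light-absorbing compounds by total fluorescence, S + 2P, at 555 nm excitation and 632 nm emission. Mixture: 20 nM Texas Red SRC2 peptide, 0.6 uM human TRb LBD, 1 uM T3, 5% DMSO; compound exposure 5 h at ambient temperature.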
GoLoco inh red: qHTS Assay for Inhibitors of RGS12 GoLoco Motif Activity (Red Fluorophore); Gai1:RGS12 GoLoco peptide FP, rhodamine, 10 min; Potency, µM (doses to about 61.6 µM), inactives show at the highest dose activity, negative = inhibition, usual class: inhibitors; 230,000 compounds, 0.44% hits; active means well fitted inhibition curve with a large enough effect, not every such curve was filed as active; inactive means no such curve, though single readings can be large or run the other way; further: nearly all actives have a fitted effect of over 30% in size; many of its hits are not listed in these tables
Target sequence (P63096 whole entry, looked up): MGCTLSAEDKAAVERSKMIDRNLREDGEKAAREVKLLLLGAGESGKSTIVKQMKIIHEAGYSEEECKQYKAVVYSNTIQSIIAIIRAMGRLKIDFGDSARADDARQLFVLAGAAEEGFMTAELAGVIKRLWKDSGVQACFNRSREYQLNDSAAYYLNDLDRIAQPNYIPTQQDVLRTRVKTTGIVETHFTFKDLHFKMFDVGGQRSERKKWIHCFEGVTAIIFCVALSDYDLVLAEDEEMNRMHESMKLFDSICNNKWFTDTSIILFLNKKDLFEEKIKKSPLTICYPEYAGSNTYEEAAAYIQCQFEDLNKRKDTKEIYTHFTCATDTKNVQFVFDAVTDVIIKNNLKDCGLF
RECQ1 helicase: qHTS Assay for Inhibitors of RecQ-Like Dna Helicase 1 (RECQ1); RECQ1 DNA unwinding, red fluorescence kinetic read; 240,000 compounds, 0.54% hits; Potency, µM (doses to about 57.3 µM), without a hit: at the top dose activity, negative = inhibition, actives largely listed as inhibitors;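 further: plate controls were vehicle for no effect and no enzyme for full effect; nearly all actives have a fitted effect of over 30% in size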
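RECQ1T1 50 nM; forked duplex (20 bp + 30-nt ss tails) 200 nM, ATP 2 mM final; pH 8.0, 2 mM MgCl2, 2.5 ug/ml poly(dI-dC); 15 min compound preincubation; discontinuous kinetic read over 2 h at RT.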
JMJD2E inh: qHTS Assay for Inhibitors of Human Jumonji Domain Containing 2E (JMJD2E) | AID 2147, 2009 | Lysine-specific demethylase 4E (Homo sapiens), B2RXH2 | Potency, µM (doses to about 57.1 µM), for the others: at the highest dose activity change, negative = inhibition, most hits filed as inhibitors | JMJD2E catalytic domain, FDH-coupled NADH fluorescence (FDH is formaldehyde dehydrogenase) | 230,000 compounds, 1.6% hits; active means well fitted inhibition curve with a large enough effect, not every such curve was filed as active; inconclusive means small, poorly fitted or top-dose-only effect, or another doubt; inactive means no such curve, though single readings can be large or run the other way;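 further: 0% = wells with enzyme and -100% = buffer wells without enzyme; nearly all actives have a fitted effect of over 50% in size; many of its hits are not listed in these tables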
Numbers without * were called inactive; i = inactive; ? = inconclusive; . = not tested or not shown; [ ] = dose if it differs, or a comment. Unless noted, the call rests on the fitted dose curve; in most records, active means well fitted curve in the direction sought with a large enough effect; inconclusive means small, poorly fitted or top-dose-only effect, or another doubt; inactive means no such curve, though single readings can be large; an effect the other way counts as inactive or inconclusive. Unless noted, on the % scale 0 is the no-effect control and ±100 the full control effect; potency means the concentration at half of the fitted maximal effect.

SMILES	Tau ThT inhib	L3MBTL1 block	TRb-SRC2 inh	Tau fibril FP	TexasRed fluor	GoLoco inh red	RECQ1 helicase	JMJD2E inh
C=CCN1C2CCCC1CC(NC(=O)Nc1cccc(C(C)=O)c1)C2 (stereo not given)	-18%	.	-8%	-3%	0%	1%	-9%	-2%
O=C(O)C12CC3CC(C1)CC(n1ncc(N4CCN(c5ccccc5)CC4)c(Cl)c1=O)(C3)C2	-5%	7%	-2%	-5%	-4%	3%	-9%	-1%
O=C(COC(=O)C1CCN(S(=O)(=O)c2cccs2)CC1)Nc1ccccc1	-2%	7%	-7%	-4%	0%	-6%	i	0%
FC(F)(F)c1cccc(N2CCN(Cc3nnc(-c4ccc5c(c4)OCO5)o3)CC2)c1	?	.	-2%	3%	-2%	.	.	.
COc1ccc(C2=CC(=O)OC3(CCCCC3)O2)cc1	-18%	-1%	0%	-2%	-3%	3%	-7%	-15%
Cc1cccc(NC(=O)N2CCN(C(=O)c3nsc4ccccc34)CC2)c1C	1%	.	0%	6%	0%	.	.	.
CC1CCCCC12NC(=O)N(CC(=O)NC1CCCc3ccccc31)C2=O (stereo not given)	-2%	-1%	1%	-9%	1%	.	-3%	5%
COc1cccc(NC(=O)CSc2nc3c(oc4ccccc43)c(=O)n2Cc2ccco2)c1	8%	.	-7%	?	1%	.	.	.
C=CCC1c2cccc(C(=O)O)c2C(=O)N1c1cccc(OC)c1 (stereo not given)	1%	-16%	0%	3%	-1%	-7%	14%	0%
Cc1cc(C)nc(SCCC(=O)Nc2cccc3ccccc23)n1	-5%	8%	-8%	-8%	-1%	16%	-3%	2%
CCN(CC)CC(=O)Nc1cc(N(C)C)nc2ccccc12	-6%	5%	-1%	-4%	0%	-5%	-9%	?
Cc1cc(C)c(NC(=O)NC2CCCCC2)c(C)c1	-3%	6%	-3%	-4%	0%	0%	-6%	6%
O=C(NCCN1CCN(C(=O)c2cccs2)CC1)C(=O)Nc1ccc(Br)cc1	?	.	-4%	4%	4%	-2%	-6%	14%
Cc1nc2ccccn2c1C(=O)N=Nc1c(O)[nH]c2ccccc12	9%	-8%	7%	-2%	2%	6%	7%	5%
COc1ccc2cc(S(=O)(=O)NCCCN3CCOCC3)ccc2c1	-3%	.	-1%	4%	-4%	2%	i	-13%
CCCCc1sc(-c2c(C#N)c(N)nc3c2CCCCC3)cc1[N+](=O)[O-]	-14%	-7%	1%	-10%	-2%	11%	2%	-22%
Cc1ccc(-n2nc(-c3ccc(F)cc3)c3cnc4cc5c(cc4c32)OCO5)cc1C	1%	.	-7%	-2%	-2%	.	.	.
COc1ccc(OCCCC(=O)NCCc2nc3ccccc3[nH]2)cc1	?	-1%	10%	1%	-2%	19%	-5%	-9%
O=C(NC(NCc1ccccn1)(C(F)(F)F)C(F)(F)F)c1ccco1	-10%	?	5%	-5%	2%	7%	7%	-7%
COc1ccc(NC(=O)C2CCCCN2N)cc1OCC(C)C (stereo not given)	?	.	-4%	-2%	0%	-23%	i	?
CC1=CC(C)(C)N(C(=O)CCl)c2ccccc21	9%	-1%	4%	-6%[2.34 µM]	2%	66%[activator]	12%	-1%
CC(=O)Nc1nnc(SCC(=O)Nc2ccc(N3CCOCC3)c(Cl)c2)s1	?	.	5%	0%	-3%	-25%	-6%	6%
COC(=O)COc1cccc(NS(=O)(=O)c2cccc([N+](=O)[O-])c2)c1	-2%	8%	-5%	2%	-3%	7%	13%	-4%
CCCc1c(O)nc(SCC(=O)NCCc2ccc(OC)c(OC)c2)[nH]c1=O	-6%	10%[11.4 µM]	6%	-1%	-2%	2%	2%	-5%
Cc1cc(=O)[nH]c(N/N=C/c2c[nH]c3ccccc23)n1	?	-4%	13%	8%	0%	16%	-2%	6%
O=C(O)CCC(=O)N1CCN(c2nc(-c3ccccc3Cl)c3cc(Br)ccc3n2)CC1	?	52%[activator]	.	-4%	.	-2%	-2%	?
Cn1c(=O)oc2cc(S(=O)(=O)Nc3ccc(C(=O)O)cc3)ccc21	-13%	.	10%	-6%	2%	.	.	.
CCN(CC)CCCN1C(=O)C(O)=C(C(=O)c2ccc(C)o2)C1c1ccc(C)o1 (stereo not given)	-12%	1%	3%	-5%	-3%	-5%	-4%	-18%
C=C(C)CSc1nc(N)c(C#N)c(-c2ccc(C)cc2)c1C#N	1%	.	-4%	-16%	-1%	4%	-1%	-13%
Cc1cc(N2CCOCC2)n2ncc(-c3ccccc3)c2n1	?	.	-20%	8%	2%	3%	i	?
Cc1cccc(N2CCN(C(=O)n3ccnc3)CC2)c1C	-9%	-7%	-14%	5%	1%	7%	3%	0%
COC(=O)c1ccccc1NC(=O)Cc1nc(-c2ccccc2)sc1-c1ccc(C)cc1	-11%	-2%	-20%	-7%	1%	57%[activator]	i	1%
Oc1c(Cl)cc(Cl)cc1/C=N/Nc1ncc(Br)cn1	-6%	5%	7%	-4%	-1%	2%	11%	4%
COc1ccc(C(=O)NC2=Nc3ccccc3N=C(C)C2c2ccccc2)cc1 (stereo not given)	1%	-17%	0%	-2%	-3%	-4%	8%	-5%
COc1ccc(-n2nnnc2SCc2nc3ccccc3s2)cc1	?	.	-1%	-16%	-2%	184%[activator]	-10%	-10%
CC(C)(C)NC(=O)CN(C(=O)c1ccc(CN2CCOCC2)o1)c1ccc2c(c1)OCCO2	-4%	1%	-2%	-2%	-4%	-1%	-1%	4%

Brought forward from above: 3 entries, followed by the next part.
SMILES	Tau ThT inhib	L3MBTL1 block	TRb-SRC2 inh	Tau fibril FP	TexasRed fluor	GoLoco inh red	RECQ1 helicase	JMJD2E inh
COc1ccc(C(=O)NC2=Nc3ccccc3N=C(C)C2c2ccccc2)cc1 (stereo not given)	1%	-17%	0%	-2%	-3%	-4%	8%	-5%
COc1ccc(-n2nnnc2SCc2nc3ccccc3s2)cc1	?	.	-1%	-16%	-2%	184%[activator]	-10%	-10%
CC(C)(C)NC(=O)CN(C(=O)c1ccc(CN2CCOCC2)o1)c1ccc2c(c1)OCCO2	-4%	1%	-2%	-2%	-4%	-1%	-1%	4%
CC1CN(C(=S)NC(=O)c2ccco2)CC(C)O1 (stereo not given)	-1%	7%	2%	-3%	-1%	-6%	-13%	4%
C=CCOc1c(CNc2ncn[nH]2)cccc1OC	7%	2%	2%	7%	-1%	5%	0%	-4%
O=C(Nc1ccccc1OC(F)F)c1cc2c(s1)CCC2	-14%	16%	2%	3%	-25%	-21%	-8%	-23%
O=C(Cn1cnc2ccccc21)N1CCc2ccccc21	-5%	-4%	1%	1%	3%	11%	i	11%
COc1ccc(-c2cnc(C)o2)cc1S(=O)(=O)Nc1ccc(C)c(N(C)C)c1	5%	.	0%	5%	-2%	.	.	.
Cc1ccccc1C(=O)Nc1ccc2nc(N3CCCCC3)cc(C)c2c1	?	.	1%	11%	-1%	.	.	.
CCOC(=O)c1c(-c2cccc(C)c2)csc1NC(=O)C1CC=CCC1C(=O)O (stereo not given)	?	-8%	1%	-7%	-6%	14%	-3%	-16%
Cc1ccc2nc(C)cc(C(=O)Nc3nccs3)c2c1	-7%	-3%	-2%	1%	-1%	6%	1%	1%
Cc1cc(NC(=O)c2ccccc2Cl)ccc1NC(=O)c1ccccc1	-4%	.	-9%	-10%	5%	.	.	.
O=C(NCCCn1ccnc1)C(=O)c1cn(CC(=O)N2CCCCCC2)c2ccccc12	-9%	.	-9%	6%	-2%	54%[activator]	1%	-5%
N#Cc1ccc(-c2csc(NC(=O)c3ccc(N4C(=O)CCC4=O)cc3)n2)cc1	-11%	.	-1%	9%	-2%	13%	i	?
O=C(OCC1CCCO1)c1ccc2c(c1)N(Cc1c(F)cccc1Cl)C(=O)c1ccccc1S2(=O)=O (stereo not given)	-5%	.	0%	-9%	-1%	.	.	.
O=C(NCc1ccco1)/C(=C/c1ccc(C(F)(F)F)cc1)c1nc2ccccc2[nH]1	-19%	-4%	-1%	-3%	0%	22%	i	?
CCC/C(=N\NC(=O)c1cccc(C)c1)c1ccccc1	?	8%	2%	-4%	1%	-1%	0%	28%
Cn1c(=O)c(=O)n(C)c2cc(S(=O)(=O)N3CCN(c4ccccc4)CC3)ccc21	0%	.	0%	-3%	-1%	.	.	.
Cc1ccc(N2C(=O)CC(N3CCSCC3)C2=O)c(C)c1 (stereo not given)	.	.	-3%	-6%	-1%	4%	-11%	7%
Cc1nnnn1-c1ccc(CC(=O)O)cc1	-3%	2%	0%	7%	-3%	-2%	i	2%
Cc1ccc(Nc2ncccc2C(N)=O)cc1[N+](=O)[O-]	?	3%	10%	-4%	-2%	-7%	i	-2%
CN(C)CC[C@@H](c1ccccc1)c1ccccn1	.	.	-7%[53 µM]	.	-3%[53 µM]	-2%[21.6 µM]	1%[25.9 µM]	-6%[25.5 µM]
COC(=O)c1nc(NC(=O)C(C)C)n[nH]1	-10%	2%	-3%	3%	0%	-28%	-4%	9%
CC(C)NC(=S)N/N=C/c1sc(N2CCCCC2)nc1-c1cccs1	-13%	-8%	3%	?	-1%	133%[activator]	i	2%
COc1ccc(C2(CNC(=O)c3ccccc3[N+](=O)[O-])CCOCC2)cc1	4%	-11%	-9%	8%	-1%	17%	30%	8%
COC(=O)/C(C#N)=C/c1ccc(N2CCOCC2)c([N+](=O)[O-])c1	-14%	-5%	-2%	3%	-4%	-1%	-17%	-5%

Some of the compounds tested; count on the stated rates, not on these rows.
